PKM2 act – activators of human pyruvate kinase M2; purified PKM2, Kinase-Glo ATP luminescence, activation; response scale: 0% is enzyme alone, no compound; Potency, µM (top dose mostly 57.5 µM), for the others: at the highest dose activation, usual class: activators; hit rate 0.34% among 260,000; note: potency is the fitted concentration of half-maximal effect; % is set by controls: 0 for no effect and ±100 for the full control effect; nearly all actives have a fitted effect of over 55% in size
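Purified hPK-M2 (>95%) run at intermediate activity with 0.1 mM ADP and 0.5 mM PEP in 50 mM imidazole pH 7.2, KCl, MgCl2; 1 h room temperature. ATP formed read by Kinase-Glo luminescence; normalized to uninhibited and no-enzyme controls.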
Mito fusion yeast – blocks mitochondrial division or promotes mitochondrial fusion | AID 485298 | Potency, µM (doses to about 46.1 µM), without a hit: top-dose growth rescue (activation), hits mostly activators | S. cerevisiae fusion-defective mutant growth rescue, CellTiterGlo 48 h | hit rate 0.23% among 320,000;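 note: potency is the fitted concentration of half-maximal effect; % of control where 0% means no effect; nearly all actives have a fitted effect of over 45% in size; temperature-sensitive fusion mutants such as fzo1-1 at 37 °C on non-fermentable ethanol glycerol medium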
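Growth-rescue viability read-out: after 48 h at the non-permissive 37C in glycerol/ethanol YPEG, yeast mitochondrial fusion mutants are measured by CellTiterGlo luminescence; compounds (23 nl pinned per well) restoring growth score as division inhibitors or fusion activators.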
KCNH2 WT inh – inhibitors of human wildtype KCNH2 potassium channel | activity change, % at 1.84 µM | U2OS, BacMam KCNH2, thallium flux FluxOr; active compounds read low | Q12809 | hit rate 0.37% among 340,000;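 active = maximum activity change below -70%; inconclusive = maximum activity change between -70% and -50%; inactive = maximum activity change above -50%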; note: % is set by controls: 0 for no effect and ±100 for the full control effect
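U2OS cells were transduced with wild-type KCNH2 virus (2.03 x 10^8 / mL) for 4 h at room temperature, then cultured overnight at 37 C. Thallium flux was read with FluxOr dye. Rate constants were normalized to DMSO controls.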
Chronic BCR inh – chronic active BCR signaling inhibition. ABC-DLBCL IkBa-CBG/CBR reporter, luminescence ratio, 4 h. Potency, µM (highest dose often 46.1 µM), for inactives: at the highest dose ratio change, negative = lower green/red ratio, hits mostly inhibitors. hit rate 0.05% among 340,000. AID 493014; active = well fitted inhibition curve with a large enough effect in the signal ratio, with a control signal flat, not every such curve was filed as active; inconclusive = small, poorly fitted or top-dose-only effect, or effect the other way, or a change in a side signal; the % refers to the signal ratio;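 note: potency is the fitted concentration of half-maximal effect; plate controls were basal doxycycline-induced cells for no effect and cells given 10 µM MG132 for full effect; MG132 reads +100%, hits lower the ratio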
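Concentration-response series (up to 46 uM) were applied to TMD8 dual-reporter cells for 4 h at 37C with doxycycline. Green/red ratio, after filter-overlap correction, defined %Activity; red signal alone was normalised to basal cells and zero luminescence.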
ASM inhibitor – human S-ASM enzyme inhibition; P17405; placental ASM, HMU-PC fluorogenic substrate, 60 min; Potency, µM (series often up to 57.5 µM), without a hit: at the highest dose activity change, negative = inhibition, most hits filed as inhibitors; hit rate 0.006% among 340,000; AID 504937; note: potency is the fitted concentration of half-maximal effect
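Human placenta-derived ASM preincubated with compound 10 min at room temperature, then reacted with 9 uM (final) fluorogenic HMU-PC substrate for 60 min at 37 C. Stop solution raises pH to 10; fluorescence read at Ex 386/Em 447 nm.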
TSHR antag – human thyrotropin receptor antagonism | P16473 | TSHR-expressing cells, TSH-stimulated cAMP HTRF, 2 h; active compounds read low | activity change, negative = inhibition, % at 11.5 µM | hit rate 0.2% among 330,000 | AID 504810;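 active = activity change below a set negative limit, meaning inhibition stronger than a set level, cut at about -70% in these data; inconclusive = activity change between two set negative limits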; note: % is set by controls: 0 for no effect and ±100 for the full control effect
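Read-out is FRET at 665 nm (cryptate excitation 337 nm) from a cryptate-tagged anti-cAMP antibody, competed by cell cAMP against cAMP-d2. Compounds are tested on freshly harvested TSHR cells challenged with 4nM TSH (EC80) for 2 hours at 37 deg C.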
Eya2 phos inh – inhibitors of human Eya2 phosphatase activity | O00167 | recombinant Eya2, OMFP fluorescence dephosphorylation (OMFP is methylfluorescein phosphate) | Potency, µM (titrated, usually from 76.9 µM), for the others: at the highest dose activity, negative = inhibition, hits mostly inhibitors | hit rate 0.006% among 330,000; note: potency is the fitted concentration of half-maximal effect; % is set by controls: 0 for no effect and ±100 for the full control effect
Target sequence (O00167 whole entry, looked up): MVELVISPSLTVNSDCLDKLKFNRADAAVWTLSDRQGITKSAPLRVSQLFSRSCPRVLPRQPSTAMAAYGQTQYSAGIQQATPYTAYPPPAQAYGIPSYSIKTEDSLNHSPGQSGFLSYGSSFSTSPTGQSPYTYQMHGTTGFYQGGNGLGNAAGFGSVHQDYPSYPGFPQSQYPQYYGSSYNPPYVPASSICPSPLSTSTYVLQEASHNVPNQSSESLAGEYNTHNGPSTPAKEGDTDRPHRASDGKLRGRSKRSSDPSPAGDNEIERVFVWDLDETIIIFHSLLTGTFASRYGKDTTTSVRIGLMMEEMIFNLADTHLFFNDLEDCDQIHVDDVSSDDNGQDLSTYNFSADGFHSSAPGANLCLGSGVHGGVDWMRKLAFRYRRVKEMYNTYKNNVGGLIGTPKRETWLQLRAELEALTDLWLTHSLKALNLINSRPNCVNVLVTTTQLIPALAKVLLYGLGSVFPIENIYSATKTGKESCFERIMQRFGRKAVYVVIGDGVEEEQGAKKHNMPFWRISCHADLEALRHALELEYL
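Eya2 protein (added as 0.2 uM solution) was preincubated with compound for 10 min at ambient temperature in 50 mM HEPES pH 7.5, 50 mM NaCl, 5 uM MgCl2, 0.05% BSA, 1 mM DTT. OMFP (added at 50 uM) then reacted 10 min; fluorescence read at 485/525 nm.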
GALK inhibitor – inhibitors of human galactokinase. P51570. Purified GALK, Kinase-Glo residual ATP luminescence. Potency, µM (top dose mostly 57.5 µM), without a hit: at the top dose activity change, negative = inhibition, actives largely listed as inhibitors. hit rate 0.007% among 270,000. AID 1868; note: potency is the fitted concentration of half-maximal effect; % is set by controls: 0 for no effect and ±100 for the full control effect
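ATP-depletion format; final 35 uM ATP, 100 uM D-galactose, 5 nM enzyme; pH 8.0 HEPES/Mg2+ buffer; 60 min RT; luminescence read 10 min after detection reagent.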
MBNL1 CUG block – blocks human MBNL1 binding to CUG repeat RNA; Q9NR56; TR-FRET MBNL1-His/biotin-(CUG)12 binding, 665/545 ratio; Potency, µM (top dose mostly 57.5 µM), for inactives: at the top dose activity change, negative = inhibition, most hits filed as inhibitors; hit rate 0.036% among 280,000; active = well fitted inhibition curve with a large enough effect in the signal ratio, with a control signal flat, not every such curve was filed as active; inconclusive = small, poorly fitted or top-dose-only effect, or effect the other way, or a change in a side signal; inactive = no such curve, though single readings can be large or run the other way; the % refers to the signal ratio; note: potency is the fitted concentration of half-maximal effect; % is set by controls: 0 for no effect and ±100 for the full control effect
Target sequence (Q9NR56 whole entry, looked up): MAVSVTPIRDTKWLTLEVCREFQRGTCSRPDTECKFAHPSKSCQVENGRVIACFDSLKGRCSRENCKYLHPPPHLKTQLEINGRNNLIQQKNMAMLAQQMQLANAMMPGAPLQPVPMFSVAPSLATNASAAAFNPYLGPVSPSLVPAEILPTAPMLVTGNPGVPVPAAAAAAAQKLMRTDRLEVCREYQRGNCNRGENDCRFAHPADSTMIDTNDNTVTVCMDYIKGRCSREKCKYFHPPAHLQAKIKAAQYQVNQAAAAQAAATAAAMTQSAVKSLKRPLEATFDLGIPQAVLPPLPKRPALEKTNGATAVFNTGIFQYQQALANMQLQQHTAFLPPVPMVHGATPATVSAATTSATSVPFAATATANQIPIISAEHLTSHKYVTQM
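Compound titration spanned 92 nM–58 uM against the MBNL1-His/biotin-(CUG)12 complex. After 60 min at room temperature with 5 nM streptavidin-XL665 and 0.055 ng/ul terbium anti-His, ratiometric 665/545 nm emission (Ex 340 nm) normalized to controls.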
Menin MLL FP TR – displaces Texas Red mutant MLL peptide from human menin; Menin + Texas Red MLL mutant peptide, fluorescence polarization; Potency, µM (highest dose often 61.6 µM), inactives show top-dose FP activity change, negative = inhibition, usual class: inhibitors; hit rate 0.23% among 270,000; active = well fitted inhibition curve with a large enough effect in the polarisation, with a control signal flat, not every such curve was filed as active; inconclusive = small, poorly fitted or top-dose-only effect, or effect the other way, or a change in a side signal; inactive = no such curve, though single readings can be large or run the other way; the % refers to the polarisation; note: potency is the fitted concentration of half-maximal effect; % of control where 0% means no effect; many of its hits are not listed in these tables
USP2a inh – inhibitors of human ubiquitin-specific protease USP2a; O75604; USP2 core, Ub-CHOP2 coupled fluorogenic reporter, 485/531; Potency, µM (highest dose often 38.3 µM), for inactives: at the highest dose activity change, negative = inhibition, hits mostly inhibitors; hit rate 0.01% among 330,000; AID 463254;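 note: potency is the fitted concentration of half-maximal effect; plate controls were DMSO wells for no effect and full inhibition by NEM control for full effect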
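Deubiquitinase activity read as fluorescence (485/531 nm) after Ub-CHOP2 cleavage activates the enterokinase reporter on its substrate; USP2 core 10nM, Ub-CHOP2 and substrate 25nM each, 30min compound preincubation then 60min RT; data normalized to NEM, curves fitted.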
Starred values were filed as active, the others as inactive; ? = inconclusive; . = no result given; & = joins results of further samples; [ ] = another dose, or the depositor's remark. Unless noted, calls come from the whole dose curve; as a rule, active = well fitted curve in the direction sought with a large enough effect; inconclusive = small, poorly fitted or top-dose-only effect, or another doubt; inactive = no such curve, though single readings can be large; an effect the other way counts as inactive or inconclusive. These rows are one share of the data. The share of hits here may be higher or lower than overall.

SMILES	PKM2 act	Mito fusion yeast	KCNH2 WT inh	Chronic BCR inh	ASM inhibitor	TSHR antag	Eya2 phos inh	GALK inhibitor	MBNL1 CUG block	Menin MLL FP TR	USP2a inh
CC(=O)Nc1ccc(S(=O)(=O)N2CCN(Cc3ccccc3[N+](=O)[O-])CC2)cc1	2%	-4%	1	-1%	0%	-3	?	5%	-7%	30%	1%
C=CCSc1nc(N)c2c(C)c(C)sc2n1	-7%	11%	-19	?	-1%	-6	2%	2%	9%	7%	-3%
Cc1cccc(Nc2nc3c(c(=O)n(C)c(=O)n3C)n2Cc2ccccc2)c1	-11%	3%	-9	9%	-19%	10	-11%	1%	7%	-5%	1%
COc1cc(/C=N/NC(=O)c2cc(-c3ccccc3)sc2N)cc(OC)c1OC	6%	1%	1	?	-19%	-3	-3%	4%	10%	.	0%
N#Cc1ccccc1S(=O)(=O)N1CCN(CC(O)CN2CCOCC2)CC1 (stereo not drawn)	.	2%	1	?	0%	-10	6%	.	.	.	0%
COc1ccc(OC)c(C(=O)c2coc3ccc(OC(C)=O)cc23)c1	-2%	24%	16	-10%	-2%	2	-6%	1%	3%	8%	1%
CCOc1[nH]n(-c2ccccc2)c(=O)c1C=Nc1ccc(Cl)cc1	-1%	2%	8	0%	-3%	-5	2%	-1%	-8%	13%	2%
CCCOn1nnnc1-c1ccccc1	-28%	-2%	1	1%	2%	-6	6%	-2%	4%	10%	-2%
CCc1ccc(NS(=O)(=O)c2ccc3c(c2)CCN3C(=O)CCC(=O)O)cc1	.	-5%	-1	3%	-2%	1	7%	-2%	-6%	33%[activator]	-6%
COc1cc([N+](=O)[O-])ccc1NC(=O)CC(C)C	-6%	1%	-1	0%	1%	0	-3%	1%	?	3%	4%
CCc1cc(C(=O)N2CCc3c([nH]c4ccccc34)C2c2ccc(OC)cc2F)no1 (stereo not drawn)	14%	9%	0	3%	-26%	31	-4%	-1%	-10%	-22%	-2%
CCOC(=O)c1c(-c2ccc(C)o2)csc1NC(=S)NC(=O)c1ccccc1Br	3.2µM*	6%	-3	18%	-6%	-1	-19%	-1%	-6%	-8%	0%
CC(=O)Nc1ccc(NC(=O)CSc2ccc(C(F)(F)F)cc2[N+](=O)[O-])cc1	-9%	-1%	-8	-2%	0%	11	6%	0%	-6%	18%	4%
COCCNC(=O)C(=O)NCCN1CCNCC1	10%	24%	-8	0%	3%	8	-13%	1%	-5%	41%[activator]	2%
O=C(Nc1ccc(F)cc1F)c1csc(-c2ccncc2)n1	0%	0%	-13	?	-3%	7	-11%	0%	-4%	-8%	0%
CCOC(=O)C1=C(N)N(c2ccccc2Oc2ccccc2)C(=O)C1	0%	-1%	-13	-5%	1%	-9	2%	-2%	-2%	5%	-1%
O=C(CS(=O)(=O)c1ccc(F)cc1)NCc1ccccc1	.	-3%	4	6%	1%	11	30%	.	.	.	2%
CC(=O)NC(O)C(=O)c1ccco1 (stereo not drawn)	-1%	0%	-2	0%	5%	1	6%	-1%	-4%	-7%	-1%
Cc1ccc(-c2c(C)n([O-])c3c([n+]2=O)CCC3)cc1	-6%	5%	-13	-2%	3%	12	-1%	4%	.	-1%	3%
O=C(N/N=C/c1c[nH]c2ccccc12)c1ccc(O)c(O)c1	.	17%	-7	?	-1%	15	-23%	.	?	?	0%
CC(=O)Nc1ccc(NC(=O)c2ccc([N+](=O)[O-])cc2Cl)cc1	1%	5%	-13	-1%	-1%	10	6%	10%	?	0%	-1%
CCn1c(SCC(=O)c2cc(OC)ccc2OC)nnc1C(C)C	14%	-8%	15	?	4%	19	2%	4%	-4%	-12%	2%
O=C(COc1ccc(Cl)cc1)NNC(=S)NCc1ccccc1	.	-14%	-8	3%	1%	16	-18%	-2%	2%	-23%	-1%
CCN(CC)CCCNC(=O)c1cc(Nc2ccc(OC)cc2)nc2ccccc12	.	-3%	-4	0%	-8%	-6	-19%	-2%	15%	21%	0%
CCN(C(=O)Cn1c(=O)oc2cc(S(=O)(=O)N3CCCC3)ccc21)c1ccc(OC)cc1	0%	-1%	-6	-15%	0%	20	-4%	.	0%	-14%	3%
CCOc1ccc(OCC)c(NC(=O)Nc2ccc3c(c2)N(C)C(=O)CS3)c1	4%	?	5	?	-23%	3	7%	0%	?	?	5%
COc1cccc(N(C(=O)c2nc3nccc(C)n3n2)c2nc3ccccc3s2)c1	-17%	25%	8	?	-4%	1	11%	0%	-11%	0%	7%
O=C(COC(=O)c1cccc(S(=O)(=O)N2CCCC2)c1)Nc1ccccc1Cl	.	7%	-5	-3%	0%	4	-23%	.	.	.	0%
CCCCn1c(=O)c(Cc2ccccc2)c(O)c2ccccc21	2%	8%	6	9%	2%	8	-2%	1%	-5%	21%	2%
C=C1[C@@H](O)[C@@H]2O[C@]3(CC[C@H](/C=C/[C@@H](C)[C@@H]4CC(C)=CC5(O[C@H](C[C@@](C)(O)C(=O)OC)CC[C@H]5O)O4)O3)CC[C@H]2O[C@@H]1[C@@H](O)C[C@H](C)[C@H]1OC2(CCCCO2)CC[C@H]1C (stereo partly drawn)	.	.	-1	13%	-6%	-11	1%	.	.	.	4%
Cn1ncc([N+](=O)[O-])c1C(=O)NCc1ccccc1	1%	-4%	0	-3%	-1%	10	-7%	1%	13%	.	-1%
O=C(CCc1nnc2ccc(N3CCC4(CC3)OCCO4)nn12)N1CCCCC1	1%	-3%	0	3%	3%	16	5%	0%	2%	-2%	3%
CC(C)(C)c1ccc(/C=C/C(=O)NCCCN2CCOCC2)cc1	1%	-2%	31	0%	-1%	23	4%	2%	17%	-18%	0%
CCOC(=O)C1CCN(C(=O)COC(=O)c2cccc(F)c2)CC1	-1%	0%	5	-15%	1%	-1	9%	10%	.	-16%	0%
Nc1nnc(-c2cccnc2)s1	-2%&1%	0%&13%	4	5%&4%	-1%	-1&4	-4%&1%	1%&1%	-1%&-4%	-15%	0%&1%
Cc1ccc(CNC(=O)C2CCCN(S(=O)(=O)N3CCC(C)CC3)C2)cc1 (stereo not drawn)	.	4%	-7	0%	-1%	-9	-4%	-3%	2%	.	2%
O=C(CNC(=O)c1cccs1)OCC(=O)c1ccccc1	-12%	0%	14	-10%	-5%	7	12%	-1%	-3%	-13%	1%
Cc1nn(C)c(C)c1CNC(=O)c1nn2c(c1Cl)NC(c1cccs1)CC2C(F)(F)F (stereo not drawn)	-1%	-1%	1	-7%	2%	-8	-25%	1%	-5%	-19%	0%
C(=N\Nc1nc(Nc2ccccc2)nc(Nc2ccccc2)n1)/c1cccnc1	-10%	4%	5	?	-13%	2	-4%	7%	-9%	?	-4%
COc1ccc(C2=NN(c3ccccc3)C(c3cn(CCC(=O)O)nc3-c3ccccc3)C2)cc1 (stereo not drawn)	0%	-2%	24	0%	.	-11	-1%	4%	10%	?	-7%
CCCCC(=O)NC1(C(F)(F)F)C(=O)N(Cc2ccco2)C(C)=C1C(=O)OC (stereo not drawn)	0%	1%	-24	-1%	1%	15	10%	0%	-1%	-29%	3%
CC(C)CC(=O)N/N=C/c1c(N)n(C)c(=O)n(C)c1=O	-9%	0%	1	?	-2%	-2	-1%	0%	-10%	.	1%
Cc1ccc(N(C(=O)c2ccc(S(=O)(=O)N3CCOCC3)cc2)C2C=CS(=O)(=O)C2)cc1C (stereo not drawn)	1%	-1%	-4	-8%	-1%	-2	2%	0%	?	5%	-6%
COc1ccc(Cc2nc3ccccc3n2C)cc1	-3%	-1%	3	?	6%	7	9%	0%	-2%	-9%	3%

Source: PubChem (National Center for Advancing Translational Sciences (NCATS))
